# ERK EGF inh: inhibitors of EGF-stimulated ERK signaling pathway. HEK293-V1b, EGF-stimulated phospho-ERK AlphaScreen. Potency, µM (doses to about 11.5 µM), without a hit: top-dose activity change, negative = inhibition, actives largely listed as inhibitors. actives 0.41% (n = 130,000). AID 1454; active = well fitted inhibition curve with a large enough effect; inconclusive = small, poorly fitted or top-dose-only effect, or effect the other way;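 also: plate controls were stimulated vehicle wells for no effect and unstimulated vehicle basal for full effect; nearly all actives have a fitted effect of over 55% in size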
#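 HEK293 cells stably expressing V1b receptor, serum-reduced (1% FBS) overnight, pretreated 30 min with compound, then stimulated 5 min with 25 nM EGF; phospho-ERK detected by AlphaScreen SureFire. AC50 from Hill fits, normalized to DMSO and EGF.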
# Starred values were filed as active, the others as inactive; ? = inconclusive; & = joins results of further samples; [ ] = remark or other dose. Potency is read from the fitted curve at half-maximal effect. The list is partial; the hit share may differ from the screen's.
SMILES,ERK EGF inh
COc1ccccc1N(C)S(=O)(=O)c1ccc(C(=O)OCC(=O)NCCC2=CCCCC2)cc1,-3.0%
CCC(=O)NC(=S)Nc1ccc(NC(=O)c2ccco2)c(OC)c1,3.4%
O=C(c1ccncc1)N1CCC2(CC1)CN(c1ccccc1)C2,2.8%
Cc1ccc(N2C(=O)/C(=C/c3ccco3)SC2=S)cc1,1.7%
Cc1cc(C(=O)NN=C2CCCCCC2)c(C)o1,6.5%[57.5 µM]
CCOC(=O)C1(CCOc2ccccc2)CCN(C(=O)c2ccc(-n3cccn3)cc2)CC1,1.8%[57.5 µM]
S=C(NCc1ccco1)NCC(c1ccco1)N1CCCCC1 (configuration not stated),0.3%[57.5 µM]
CCS(=O)(=O)c1nc2ccccc2n1CC(=O)N1CCCCC1,-1.6%
CCOc1ccccc1N(CC(=O)NC1CCCCC1)C(=O)CNC(=O)c1ccco1,-4.1%
COc1cc(NC(=S)N2CCC(C(O)(c3ccccc3)c3ccccc3)CC2)cc(OC)c1,-7.8%
Cc1ccccc1C(=O)Nc1ccccc1C(=O)NCC(C)C,?
O=C(NCCNC1CCC(c2ccccc2)CC1)c1ccc(F)cc1 (configuration not stated),6.9%
CC(NS(=O)(=O)c1ccc(CCC(=O)NCC2CCCO2)cc1)c1ccccc1 (configuration not stated),7.4%
COc1ccc(C(CC(=O)N2CCN(c3ccccc3)CC2)c2c(OC)cc(OC)c3c(-c4ccccc4)cc(=O)oc23)cc1 (configuration not stated),-12.9%[57.5 µM]
O=C(COC(=O)/C=C/c1cccc(F)c1)Nc1ccccc1-c1ccccc1,6.5%
COc1cc(/C=C2/NC(=O)NC2=O)cc(Br)c1OCc1ccc(C(=O)O)cc1,3.1%
CCCCNC(=S)Nc1cc([N+](=O)[O-])ccc1C,2.5%
COc1ccc(NC(=O)C2CCN(c3nc(C)cc(C)n3)CC2)cc1,23.5%
Cc1cc(=O)oc2cc(Oc3ncccc3[N+](=O)[O-])ccc12,-12.5%
O=C1Nc2ccccc2N(O)N1c1ccc(S(=O)(=O)N2CCCCCC2)cc1,5.3%
O=C(N/N=C/c1cc2ccccc2nc1Cl)c1ccncc1,7.2%
Cc1cn(C2OC(COC(=O)c3ccccc3)C(OC(=O)c3ccccc3)C2OC(=O)c2ccccc2)c(=O)[nH]c1=O (configuration not stated),8.0%
CCc1ccc2c(c1)C(=O)C(=O)N2CC(=O)Nc1ccc(NC(=O)c2ccccn2)cc1,6.6%
CS(=O)(=O)N1N=C(c2ccccc2)CC1c1ccc2c(c1)OCO2 (configuration not stated),6.8%
CC(C)=NNc1nc(-c2ccc([N+](=O)[O-])cc2)cs1,-11.2%
CNC(=O)c1ccc(-c2ccc(Cl)c(Cl)c2)s1,-4.4%
CC(C)Cn1c(S(=O)(=O)O)nc2ccccc21,0.1%[57.5 µM]
O=C(Nc1cccc(Cl)c1)c1ccc(F)c(S(=O)(=O)NCc2ccc3c(c2)OCO3)c1,?
CCCn1c(=S)[nH]c2ccccc2c1=O,-11.4%
COc1ccc2nc3ccccc3nc2c1N,28.2µM*
CC(=O)N1CCC[C@@]2(CCN(Cc3cc(C(F)(F)F)cc(C(F)(F)F)c3)C2)C1,0.0%
CN(C)C(=O)C(NC(=O)c1ccccc1)=C(Cl)Cl,1.8%
O=C(CCc1nc2ccccc2c(=O)[nH]1)NCc1ccccn1,-1.1%
Cc1ccc(NC(=O)C2C3CCCC2C3c2ccccc2)cc1 (configuration not stated),9.2%
Cn1c(SCC(=O)c2ccc(O)c(O)c2)nnc1-c1cccs1,-2.9%[57.5 µM]
Fc1ccc(SCCc2ccccn2)cc1,0.8%&-15.3%[57.5 µM]
O=C(Oc1ccc(C(=S)N2CCC(O)CC2)cc1)c1ccc(Cl)cc1,-5.9%
Cc1ccc(S(=O)(=O)Nc2ccc(N3CCCCC3)cc2)cc1,-5.9%
C/C(=N\NC(=O)Cn1nc(C)c([N+](=O)[O-])c1C)c1ccc(Cl)s1,-0.7%[57.5 µM]
Cc1ccc(C(=O)N2CCCC(C(=O)c3ccc(Oc4ccccc4)cc3)C2)cn1 (configuration not stated),2.8%
CC(C)C(C)NC(=O)CN1C(=O)NC2(CCc3ccccc3C2)C1=O (configuration not stated),-2.2%
CCn1c(=O)cc(OCC(=O)N2CCN(c3ccc(F)cc3)CC2)c2ccccc21,-0.4%
CS/C(=C\C(=O)c1ccco1)Nc1ccccc1Cl,-23.1%[57.5 µM]
CN1CCN(Cc2cn[nH]c2-c2ccc(F)cc2F)[C@@H](c2ccccc2)C1,?
COc1cc(-c2nnc(CSc3nnc(Nc4ccc(C(C)C)cc4)s3)o2)cc(OC)c1OC,-0.4%
CCOc1cc(C(=O)O)cc(Cl)c1OC,-0.3%
C=CCN1C(=O)/C(=C/c2ccc(OCC(=O)O)cc2)S/C1=N/c1nccs1,12.0%
Cc1ccc(NC(=O)c2c(Cl)nc3ccccn23)cc1,-6.2%
FC(F)(F)c1cc(NC(=S)Nc2ccc3ccccc3c2)cc(C(F)(F)F)c1,-1.3%
Cc1cc(C(=O)C(=O)N(C)C)c(C)n1-c1ccc(Cl)c(Cl)c1,-8.5%
CCCCCC(=O)c1c(C)[nH]c(C(=O)OCC)c1C,9.8%
CN1CCN(C(CNS(=O)(=O)c2ccc(Cl)cc2)c2cccnc2)CC1 (configuration not stated),8.8%
O=C(COc1ccc2c(c1)OCO2)Nc1ccccc1C(F)(F)F,2.2%
CCN(c1ccccc1)S(=O)(=O)c1ccc(Cl)c(NC(=O)COC(=O)c2ccc[n+]([O-])c2)c1,0.6%
O=C(Nc1cccc(F)c1)N1CCC(n2c(=O)[nH]c3ccccc32)CC1,-3.2%[57.5 µM]
Cc1cc(NC(=O)CSc2nnc(N)s2)c([N+](=O)[O-])cc1C,4.4%
Cc1nn(-c2ccccn2)c2c1C(c1ccccc1Cl)C1=C(N2)c2ccccc2C1=O (configuration not stated),0.7%
CCn1c(=O)c([N+](=O)[O-])c(Cl)c2ccccc21,-3.1%
Cc1cc(C)c(S(=O)(=O)Nc2ccccc2C(F)(F)F)c(C)c1,-6.6%
COc1ccc(N2C(=O)CC(Sc3n[nH]c(-c4ccc(C)cc4)n3)C2=O)cc1 (configuration not stated),-3.7%
# More compounds follow.
SMILES,ERK EGF inh
CCC(C)(C)NC(=O)/C=C/c1cc(OC)c(OC)c(S(=O)(=O)N2CCc3ccccc32)c1,-0.5%
CCOc1ccc(CN2CCNC(=O)C2CC(=O)NCCCn2ccnc2)cc1 (configuration not stated),-15.3%[57.5 µM]
Cn1c(C(=O)O)cc2c(=O)n3ccccc3nc21,-1.9%[57.5 µM]
CCN(CC)C(=O)Cn1cc(C(=O)C(=O)NCc2ccco2)c2ccccc21,4.2%
O=C(c1ccc(SCc2ccco2)c([N+](=O)[O-])c1)N1CCOCC1,-12.3%
O=C(CNc1ccc2ccccc2c1)N/N=C/C=C/c1cccc([N+](=O)[O-])c1,7.0%
CSCc1cc(N2CCOCC2)nc(-c2ccccc2)n1,-3.8%
Cc1ccc(NC(=O)C2CC2C)c(Cl)c1 (configuration not stated),-1.8%
c1ccc(-c2nnc(-c3ccco3)n2-c2ccccc2)cc1,-5.7%
COc1cccc(NC(=O)CSc2nc3ccccc3c3nc4ccccc4n23)c1,-2.3%
COC(=O)/C(=C1\Oc2ccc(C(C)(C)C)cc2S1)C(F)(F)F,5.1%
c1cncc(CN=C2Nc3ccccc3CS2)c1,8.6%
COc1ccc(CCNC(=O)Cc2ccc3c(c2)OCO3)cc1OC,-6.9%
COc1cccc(NS(=O)(=O)c2ccc3[nH]cc(C(=O)NCCCOC(C)C)c(=O)c3c2)c1,2.1%[57.5 µM]
COc1cc(C2C(C#N)=C(SC)NC3=C2C(=O)CCC3)ccc1O (configuration not stated),-0.5%[57.5 µM]
COC(=O)c1sc(N)c(C(=O)OC)c1CSc1nc2sc3c(c2c(=O)n1C)CCC3,-6.6%
Cc1cc(C)cc(N2C(=O)c3nccnc3C2=O)c1,-1.7%
CCOC(=O)c1ccc(NC(=O)CSCCC(=O)O)cc1,-4.8%
Cc1ccc(O)c(NC(=O)c2cc([N+](=O)[O-])ccc2Cl)c1,22.4%
O=C(NCCN1CCOCC1)c1ccc2c(c1)ncn2C1CCCC1,-1.6%
Cc1cc(SCC(=O)OCC(=O)NC(C)c2ccccc2)c(C)cc1Br (configuration not stated),1.7%
Cc1c(/C=N/O)c2ccccn2c1C=O,3.8%
CCCCn1c(N)c(C(=S)NC(=O)CC(C)C)c(=O)n(C)c1=O,-6.2%
COc1ccc([N+](=O)[O-])cc1NCc1cccc([N+](=O)[O-])c1,4.3%
Cc1cccc(-c2noc(-c3ccno3)n2)c1,-0.2%[57.5 µM]
CSc1ccc(OC2CCCCC2NS(=O)(=O)c2ccc(Cl)cc2)cc1 (configuration not stated),0.3%
COc1ccc2c(c1)nc(NCCCO)n2Cc1ccccc1,-2.2%[57.5 µM]
Cc1oc(-c2ccccc2)cc1C(=O)NCc1ccncc1,-5.1%[57.5 µM]
Cc1ccc(NC(=O)c2cc(-c3cccs3)on2)cc1C,-0.7%
C=CCC(CC=C)(C(N)=O)c1ccccc1,-7.9%

# 15 consecutive records already listed, quoted:
SMILES,ERK EGF inh
COC(=O)c1sc(N)c(C(=O)OC)c1CSc1nc2sc3c(c2c(=O)n1C)CCC3,-6.6%
Cc1cc(C)cc(N2C(=O)c3nccnc3C2=O)c1,-1.7%
CCOC(=O)c1ccc(NC(=O)CSCCC(=O)O)cc1,-4.8%
Cc1ccc(O)c(NC(=O)c2cc([N+](=O)[O-])ccc2Cl)c1,22.4%
O=C(NCCN1CCOCC1)c1ccc2c(c1)ncn2C1CCCC1,-1.6%
Cc1cc(SCC(=O)OCC(=O)NC(C)c2ccccc2)c(C)cc1Br (configuration not stated),1.7%
Cc1c(/C=N/O)c2ccccn2c1C=O,3.8%
CCCCn1c(N)c(C(=S)NC(=O)CC(C)C)c(=O)n(C)c1=O,-6.2%
COc1ccc([N+](=O)[O-])cc1NCc1cccc([N+](=O)[O-])c1,4.3%
Cc1cccc(-c2noc(-c3ccno3)n2)c1,-0.2%[57.5 µM]
CSc1ccc(OC2CCCCC2NS(=O)(=O)c2ccc(Cl)cc2)cc1 (configuration not stated),0.3%
COc1ccc2c(c1)nc(NCCCO)n2Cc1ccccc1,-2.2%[57.5 µM]
Cc1oc(-c2ccccc2)cc1C(=O)NCc1ccncc1,-5.1%[57.5 µM]
Cc1ccc(NC(=O)c2cc(-c3cccs3)on2)cc1C,-0.7%
C=CCC(CC=C)(C(N)=O)c1ccccc1,-7.9%

# Other compounds.
SMILES,ERK EGF inh
CCCC(O)(CCC)C(=O)NN(C(=O)CCl)c1ccccc1,-2.6%
CS(=O)(=O)c1nncn1-c1ccccc1,-0.3%
O=C(OCC(=O)c1c[nH]c2ccccc12)c1ccc([N+](=O)[O-])s1,4.3%
Cc1noc(C)c1C(=O)N1CCC2(CC1)CCN(c1ccncc1)CC2,5.6%
Cn1ncc(Cl)c1C(=O)N1CCN(C(=O)c2ccco2)CC1,-20.8%
CCN1CCN(c2ncnc3c2cnn3-c2ccc(C)cc2C)CC1,-2.6%[57.5 µM]
Cc1ccc(-n2c(-c3cnccn3)n[nH]c2=S)c(Br)c1,0.3%
CC1(C)CC(CCN(Cc2ccccc2)C(=O)c2ccco2)(c2ccccc2)CCO1 (configuration not stated),-7.5%
CC1CCCCC1NC(=O)COC(=O)/C=C/c1ccc2c(c1)OCO2 (configuration not stated),-0.5%
CCCCCCCC(=O)N/N=C(\C)c1cccnc1,-7.7%
O=C(CSc1nnc(-c2ccncc2)o1)NC1C2CC3CC(C2)CC1C3 (configuration not stated),9.2%
O=S(=O)(Nc1cccc2c1CCCC2)c1ccc(Cl)cc1,5.5%
CCOc1ccc(N=C2NN=C(c3cc(C)n(CC4CCCO4)c3C)CS2)cc1 (configuration not stated),-1.0%
COC(=O)C12CC3CC(C1)CC(n1cnc(Cl)n1)(C3)C2,6.4%
CC(Cc1ccccn1)NC(=O)CCc1nnc(C2CCCCC2)o1 (configuration not stated),-16.2%
COc1ccc(C/C(N)=N/O)cc1,5.2%
COc1ccc(N(CC(=O)NCc2ccc3c(c2)OCO3)C(=O)CCC(=O)Nc2ccccn2)cc1,0.8%
CC1Cc2ccccc2N1S(=O)(=O)c1cccc(C(=O)OCC(=O)NCc2ccco2)c1 (configuration not stated),4.9%[57.5 µM]
COC(=O)c1ccc(NC(=O)COC(=O)c2nc3nccc(C)n3n2)cc1,-1.8%
COc1ccc(NC(=O)N2CCCC(C(=O)NC(C)C)C2)cc1 (configuration not stated),17.1%
O=C(NNC(=O)c1ccccc1[N+](=O)[O-])Nc1ccc(Cl)cc1,3.4%
Cc1ccccc1NC(=O)CC1SC(=Nc2ccc(O)cc2)NC1=O (configuration not stated),25.9%[57.5 µM]
CCCCc1nc2ccccc2c(=O)n1NC(=O)c1c(O)c2ccccc2n(C)c1=O,-2.6%
CCn1c(SCC(=O)c2c(N)n(C)c(=O)n(C)c2=O)nnc1-c1ccccc1,-0.8%
COC(=O)c1ccc2c(c1)NC(=O)CS2,4.0%
Fc1ccc(/C=C2\CCCC3=C2NC(=S)NC3c2ccc(F)cc2)cc1 (configuration not stated),1.7%
Cc1ccc2nc(Nc3nc(CSc4nc5ccccc5s4)cc(=O)[nH]3)nc(C)c2c1,3.6%
C=CCN(c1ccc(C(=O)Nc2cccc(C)c2)cc1)S(C)(=O)=O,-1.2%
Nc1ccccc1Nc1cc(-c2ccccc2)[nH]n1,0.9%
O=C(O)/C=C/c1ccccc1Oc1ccc(Cl)cc1Cl,6.0%

# Screens (PubChem BioAssay)
